NCOA2 inhibitor: inhibition of GAL4-SRC2 driven luciferase reporter, primary screen, SRC2 inhibitor project, cell-based, luminescence | Nuclear receptor coactivator 2 (Homo sapiens), Q15596 | HEK293 GAL4-SRC2 luciferase reporter | inhibition, % at 9 µM | actives 0.17% (n = 370,000);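 active = inhibition above the mean inhibition of all tested compounds plus 3 SD, set per campaign, cut at about 52% in these data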;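 note: 0% = DMSO treated cells and 100% = cells given Gossypol at 36 µM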
TRAIL sens C8: viability loss with TRAIL in NB7+C8 cells, primary screen, TRAIL sensitizer project, cell-based, ATPlite luminescence; AID 624354, 2012; actives 1% (n = 360,000); inhibition (viability loss, TRAIL sensitization), % at 10 µM;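 active = compounds causing at least 50% loss of cell viability in the single-dose screen, relative to plate controls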
TWEAK Fn14 block: inhibitors of TWEAK-Fn14 signaling, primary screen, luciferase reporter cells, uHTS | actives 2% (n = 360,000) | inhibition, % at 10 µM | TWEAK-stimulated Fn14 reporter cells, luciferase luminescence, 8 h; in the data active = inhibition above about 50%
KKLEB cytotox: cytotoxicity in KKLEB CF airway cells, primary screen, cytotoxicity control for CF NF-kB inhibitor project, cell-based, uHTS, fluorescence assay plates; AID 602141, 2011; actives 0.36% (n = 360,000); KKLEB CF airway cells viability, ATPlite luminescence, overnight; active compounds read low; cells stimulated with P. aeruginosa culture filtrate; activity change (cytotoxicity), % at 5 µM;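 active = corrected activity change at or below -50% at 5 µM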
LMP1 NFkB inh: EBV LMP1-driven NF-kappaB luciferase reporter inhibitors, primary screen, cell-based, luminescence, single point; LMP1-induced NF-kappaB luciferase reporter cells; inhibition, % at 12.5 µM; actives 0.69% (n = 350,000); AID 504558, 2011; in the data active = inhibition above about 41%;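 note: 0% = neutral control wells and 100% = reference inhibitor control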
CF NFkB block: inhibitors of PAF-induced NF-kB signaling, primary screen, cell-based, GFP fluorescence, uHTS. inhibition, % at 5 µM. KKLEB NF-kB-GFP reporter, GFP fluorescence overnight. actives 0.86% (n = 360,000);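 active = at least 50% inhibition at 5 µM, scaled per plate between neutral and stimulator controls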;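 note: PAF is a Pseudomonas aeruginosa culture filtrate used as stimulus; plate controls were PAF-stimulated DMSO wells for no effect and unstimulated DMSO wells for full effect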
SRC1 inh: SRC1 coactivator transcriptional activity inhibitors, primary screen, cell-based, luminescence | actives 0.12% (n = 360,000) | inhibition, % at 3.6 µM | HEK293 GAL4-SRC1 luciferase reporter | Nuclear receptor coactivator 1 (Homo sapiens), Q15788;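 active = inhibition above the campaign mean plus 3 SD, with each screening campaign given its own cutoff, cut at about 60% in these data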;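 note: 0% = DMSO treated cells and 100% = gossypol at 36 µM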
TROY signal inh: inhibitors of TROY-driven NF-kB signaling, primary screen, Q293 LMP1-TROYcd cells, NF-kB luciferase, uHTS | actives 0.98% (n = 360,000) | AID 1347056, 2019 | inhibition, % at 10 µM | Q293 LMP1-TROYcd NF-kB luciferase reporter, 4 h;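 active = compounds whose plate-normalised and pattern-corrected inhibition of the luciferase reporter signal at the single screening dose is 50% or more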
NCOA3 inh: SRC3 coactivator transcriptional activity inhibitors, primary screen, cell-based, luminescence; HEK293 GAL4-SRC3 luciferase reporter; inhibition, % at 3.6 µM; actives 0.17% (n = 360,000);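 active = inhibition above a per-campaign cutoff, the mean of all compounds plus 3 SD, cut at about 60% in these data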;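 note: 0% = DMSO-treated cells and 100% = gossypol-treated cells at 36 µM; higher means less SRC3-driven luciferase light from the GAL4 reporter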
LRH-1 inv ag: LRH-1 (NR5A2) inverse agonists, primary screen, cell-based, luminescence, HEK293T, StAR-luciferase reporter. actives 0.13% (n = 360,000). inhibition, % at 3.6 µM. AID 602396, 2012. Nuclear receptor subfamily 5 group A member 2 (Homo sapiens), O00482. LRH-1 transfected, 24 h;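 active = inhibition above the mean inhibition of all tested compounds plus 3 SD, cut at about 73% in these data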;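 note: 0% = DMSO wells and 100% = reporter-only cells lacking LRH-1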
Target sequence (O00482 whole entry, looked up): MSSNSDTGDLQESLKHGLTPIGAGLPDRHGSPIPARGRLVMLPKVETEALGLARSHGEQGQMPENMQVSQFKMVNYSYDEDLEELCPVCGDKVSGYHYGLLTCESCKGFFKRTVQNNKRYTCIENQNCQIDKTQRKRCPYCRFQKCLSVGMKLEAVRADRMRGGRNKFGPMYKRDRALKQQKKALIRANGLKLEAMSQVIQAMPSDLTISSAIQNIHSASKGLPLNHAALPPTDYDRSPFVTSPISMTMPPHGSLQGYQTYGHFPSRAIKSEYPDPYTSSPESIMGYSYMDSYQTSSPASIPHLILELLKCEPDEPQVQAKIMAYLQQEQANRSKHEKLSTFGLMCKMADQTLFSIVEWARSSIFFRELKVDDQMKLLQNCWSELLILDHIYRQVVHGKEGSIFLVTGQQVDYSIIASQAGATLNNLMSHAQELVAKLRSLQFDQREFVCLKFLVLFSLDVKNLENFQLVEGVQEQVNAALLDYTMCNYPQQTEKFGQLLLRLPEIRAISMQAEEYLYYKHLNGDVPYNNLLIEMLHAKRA
COUP-TFII inh: NR2F2 transcriptional activity inhibitors, primary screen, cell-based, luciferase reporter, HEK293T, luminescence | COUP transcription factor 2 (Homo sapiens), P24468 | inhibition, % at 8.6 µM | actives 0.7% (n = 370,000) | AID 686940, 2013 | HEK293T NGFI-A luciferase reporter;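 active = inhibition above a per-plate cutoff, mean inhibition of test wells between control levels plus 3 SD, cut at about 38% in these data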;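 note: cells cotransfected with COUP-TFII expression vector driving the NGFI-A reporter; 0% = median of COUP-TF2 test wells and 100% = reporter-only cells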
Target sequence (P24468 whole entry, looked up): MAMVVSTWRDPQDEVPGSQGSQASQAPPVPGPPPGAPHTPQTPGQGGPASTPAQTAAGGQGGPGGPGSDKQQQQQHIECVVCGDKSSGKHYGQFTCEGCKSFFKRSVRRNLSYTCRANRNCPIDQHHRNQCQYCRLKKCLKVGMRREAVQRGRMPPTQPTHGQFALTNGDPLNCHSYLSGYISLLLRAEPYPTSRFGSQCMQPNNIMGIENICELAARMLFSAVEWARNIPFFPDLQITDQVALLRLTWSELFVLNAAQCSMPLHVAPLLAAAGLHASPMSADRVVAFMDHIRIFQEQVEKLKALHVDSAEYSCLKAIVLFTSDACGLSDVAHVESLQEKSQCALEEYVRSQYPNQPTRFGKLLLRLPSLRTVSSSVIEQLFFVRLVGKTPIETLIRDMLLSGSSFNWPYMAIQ
Active calls of the source: *; / = no result given.

SMILES | NCOA2 inhibitor | TRAIL sens C8 | TWEAK Fn14 block | KKLEB cytotox | LMP1 NFkB inh | CF NFkB block | SRC1 inh | TROY signal inh | NCOA3 inh | LRH-1 inv ag | COUP-TFII inh
COCCN(CCOC)S(=O)(=O)c1ccc(C(=O)Nc2ccncc2)cc1 | -28 | -4 | 13 | 8 | 0 | 10 | -13 | 0 | 1 | 0 | 2
Cc1cccnc1C(NC(=O)C1CCN(Cc2ccc(Cl)cc2)CC1)c1ccccc1 (stereo not drawn) | 13 | 13 | -2 | -6 | / | 13 | -22 | 17 | 6 | -19 | 6
CCC(C(=O)NCCCN(CC)Cc1ccccc1)n1nc(C)c2sc3ccccc3c2c1=O (stereo not drawn) | -4 | 5 | 14 | 3 | -12 | 6 | -22 | -37 | 14 | 7 | 10
COc1ccc(OC)c(S(=O)(=O)N2CCC(C(=O)N3CCOCC3)CC2)c1 | -16 | 1 | 8 | 20 | -5 | -14 | -14 | 2 | 8 | 18 | 9
CN(Cc1ccccc1)C(=O)COC(=O)Cc1ccc(Cl)cc1 | -8 | 1 | 26 | -2 | 3 | -5 | -1 | -3 | -3 | 7 | 1
Cc1ccc2cc(C#N)c(SCC(=O)N3CCCc4ccccc43)nc2c1 | -21 | -7 | -6 | -11 | -2 | 0 | -18 | 5 | 7 | -6 | -8
O=C(CN1C(=O)C2CCCCC2C1=O)Nc1nc2ccc(F)cc2s1 (stereo not drawn) | 0 | 2 | 22 | -10 | -4 | -19 | -5 | 2 | -13 | -7 | 9
CCOc1ccccc1CN1CCN(Cc2csc(C(C)=O)c2)CC1CCO (stereo not drawn) | -2 | 6 | -3 | 6 | 1 | -12 | -9 | 11 | 19 | -21 | 6
COC(=O)C(Cc1cnc(Cl)s1)(C(=O)OC)c1ccc([N+](=O)[O-])cc1 | -5 | -1 | -7 | -3 | 12 | 6 | 8 | 6 | 16 | 5 | -17
Cc1occc1-c1nnc(SCC(=O)Nc2ccc(F)cc2)n1C | 2 | -16 | -10 | 0 | 4 | -4 | 4 | -11 | 2 | 10 | 4
O=C(C[C@@H]1C/C=C/CCCC(=O)O[C@H](c2ccccc2)CNC1=O)N[C@H](CO)Cc1ccccc1 | -4 | -13 | 12 | 0 | -1 | -41 | -12 | -2 | 19 | -13 | 1
C[C@@H]1CN([C@H](C)CO)C(=O)c2cc(NC(=O)Nc3ccc(F)cc3)ccc2O[C@@H](C)CCCCO[C@H]1CN(C)S(=O)(=O)c1ccc(Cl)cc1 | -6 | -18 | -21 | 4 | / | -6 | 3 | 14 | 28 | 9 | 7
CNC(=O)CSc1nnnn1-c1ccc2c(c1)OCCO2 | 4 | 16 | -18 | -5 | -5 | -1 | -10 | -1 | 11 | -24 | 12
CCCCn1c(CCNC(=O)c2ccco2)nc2ccccc21 | -34 | 10 | 0 | 7 | 1 | -10 | -7 | -15 | -5 | -12 | -5
CCCc1nc(NCc2ccccc2)c(C#N)c2c1CCCC2 | 10 | 8 | -45 | -11 | -21 | 9 | -7 | -4 | 6 | 5 | 21
CCOC(=O)C(/C(N)=N/C(=O)Nc1ccccc1)=C(\C)O | -5 | 2 | -2 | 4 | -10 | -14 | 8 | -8 | 7 | 22 | 6
COc1ccc(NC(=O)Cn2nnc(C(=O)NCc3cccs3)c2N)cc1OC | 2 | -7 | -12 | -12 | -7 | -6 | 0 | -7 | -9 | 21 | 6
O=C(CN1CCN(c2ccc(O)cc2)CC1)Nc1cc([N+](=O)[O-])ccc1Cl | 3 | -10 | 3 | 10 | -13 | -17 | 9 | -10 | 20 | 18 | 3
O=c1c2ccccc2oc2nc3n(c(=O)c12)CCCS3 | 2 | -8 | -2 | 1 | 0 | -16 | 12 | -8 | 1 | -17 | 6
Cc1nn(Cc2ccccc2Cl)c(C)c1NC(=O)c1nc2ncccn2n1 | -14 | -9 | 12 | -4 | -18 | 0 | -15 | -23 | 3 | -59 | -9

Entries of single compounds from above. Values in the order: NCOA2 inhibitor, TRAIL sens C8, TWEAK Fn14 block, KKLEB cytotox, LMP1 NFkB inh, CF NFkB block, SRC1 inh, TROY signal inh, NCOA3 inh, LRH-1 inv ag, COUP-TFII inh
`Cc1occc1-c1nnc(SCC(=O)Nc2ccc(F)cc2)n1C` as listed: 2, -16, -10, 0, 4, -4, 4, -11, 2, 10, 4
`COC(=O)C(Cc1cnc(Cl)s1)(C(=O)OC)c1ccc([N+](=O)[O-])cc1` as listed: -5, -1, -7, -3, 12, 6, 8, 6, 16, 5, -17

New compounds follow
SMILES | NCOA2 inhibitor | TRAIL sens C8 | TWEAK Fn14 block | KKLEB cytotox | LMP1 NFkB inh | CF NFkB block | SRC1 inh | TROY signal inh | NCOA3 inh | LRH-1 inv ag | COUP-TFII inh
COc1ccccc1CNC(=O)N1CCN(S(=O)(=O)c2ccccc2)CC1 | 2 | 2 | 20 | 10 | -4 | 4 | 4 | 9 | -11 | -16 | 8
COc1ccccc1NC(=O)C1=C(C)NC(=O)NC1c1ccco1 (stereo not drawn) | 14 | -11 | -1 | 8 | -4 | 5 | 7 | 8 | -1 | 3 | 10
COc1ccc(C(=O)N/N=C/c2cc3ccccc3[nH]c2=O)cc1 | 0 | -7 | 7 | 0 | 7 | -7 | -1 | -18 | 0 | 9 | -4
Cc1ccc(/C=C2/SC(=S)N(c3ccc(S(=O)(=O)Nc4nccs4)cc3)C2=O)cc1 | 17 | -12 | 64* | -15 | 67* | 17 | 23 | 61* | 14 | 8 | 0
c1ccc(C2OC3c4cccc5cccc(c45)C3N2c2ccccc2)cc1 (stereo not drawn) | -13 | -2 | 9 | -3 | 1 | 10 | -19 | -6 | 1 | -6 | -18
CCNC(=O)C1(C)CCCN(C(=O)c2csc3ccccc23)C1 (stereo not drawn) | 17 | -7 | -3 | 2 | / | 1 | -7 | -2 | -21 | 10 | -10
CC1(C(=O)NS(=O)(=O)c2cccc(C#N)c2)CCN1C(=O)CCc1ccccc1 (stereo not drawn) | -1 | -9 | -8 | -16 | / | 21 | 4 | 3 | -7 | -27 | 6
COc1ccccc1CNC(=O)c1ccc(NS(=O)(=O)c2c(C)noc2C)cc1 | -15 | -16 | 12 | -2 | 0 | 2 | 0 | -17 | 8 | -10 | -25
Cc1ccc(C)c(NC(=O)CN(C)C(=O)c2cc3ccccc3o2)c1 | 12 | -2 | -14 | 2 | 1 | 9 | -22 | -25 | 9 | -15 | 8
COc1ccc(NC(=O)C2CCCN2S(=O)(=O)c2ccc(F)cc2)cc1 (stereo not drawn) | 13 | 26 | 10 | 9 | -9 | 19 | -37 | 2 | 13 | 2 | 10
O=C(Nc1ccc(F)c(Cl)c1)c1ccccc1NC(=O)C1CCCCC1C(=O)O (stereo not drawn) | -80 | -15 | -16 | -4 | -14 | -30 | -59 | -57 | -50 | -78 | -41
Cc1nc(CNS(=O)(=O)c2ccc(Oc3ccccc3)cc2)cs1 | 28 | 2 | 23 | 1 | 7 | 2 | 23 | 37 | 13 | 41 | 50*
O=C(COc1ccc2ccccc2c1Br)N1CCCC1 | -18 | 1 | -21 | 3 | -11 | 0 | -53 | -41 | -29 | -56 | -29
O=C(O)C1CCCCC1C(=O)Nc1ccccn1 (stereo not drawn) | 19 | 13 | -10 | 3 | -2 | 9 | 3 | 9 | 11 | -10 | -3
CS(=O)(=O)c1ccc(Cl)c(NC(=O)COC(=O)c2ccc(S(=O)(=O)N3CCCC3)cc2)c1 | 22 | -20 | -7 | 9 | 3 | 2 | -4 | 13 | 5 | 4 | 8
O=C(Nc1ccc(Cl)cn1)c1ccc([N+](=O)[O-])o1 | -1 | 9 | 0 | -4 | -2 | 18 | 6 | -30 | 1 | 51 | -20
OC[C@@H]1CN(Cc2ccc(F)cc2)C[C@H](n2cnc3c(N4CCCC4)ncnc32)O1 | 4 | -3 | 1 | 3 | / | -10 | 7 | -8 | 2 | -16 | 6
CC1(C)Cc2c(cnn2-c2ccc(F)cc2)C(NC(=O)CCN2CCCCO2)C1 (stereo not drawn) | -11 | -1 | 16 | 0 | 4 | 22 | -17 | -9 | 12 | 13 | 4
COc1ccc(N(C)S(=O)(=O)c2cccc(C(=O)NC3CCCC3)c2)cc1 | 20 | 5 | 15 | 8 | 8 | -20 | 15 | 10 | 18 | 8 | -7
COc1ccc(OCCSc2nnc(C)n2-c2ccccc2)cc1 | 4 | -5 | 1 | 2 | -7 | 5 | 1 | -14 | 14 | 7 | -13
Cc1csc(-c2cnn(-c3ccccc3)c2NC(=O)c2ccccc2)n1 | -14 | 0 | 5 | -6 | -2 | -19 | -18 | 1 | 1 | 9 | 8
O=C(COc1ccc(F)c(Cl)c1)N1CCN(c2ccccn2)CC1 | 22 | 2 | 2 | -8 | 20 | -8 | -5 | -13 | 4 | -8 | -5
CC(=O)c1c(N2CCN(Cc3ccccc3)CC2)nc(=S)n(-c2ccccc2)c1C | -55 | 2 | 24 | 0 | 8 | 10 | -10 | -2 | 11 | 13 | 10
CC(C)(C)c1ccc(C2=CC(c3ccccc3)n3ncnc3N2)cc1 (stereo not drawn) | / | 16 | -16 | -8 | -1 | -22 | -33 | -25 | -15 | -17 | /
CC(=O)COC(=O)c1ccc2noc(-c3ccccc3)c2c1 | -25 | 8 | 1 | 5 | -20 | 6 | -41 | -63 | -22 | -4 | -33
COc1ccc(-n2c(=O)c3c4c(sc3n(CC(=O)NCc3ccco3)c2=O)CCC4)c(OC)c1 | / | -5 | 4 | -11 | 2 | -15 | -1 | -2 | 5 | 5 | /
CN1C(C(=O)NCc2ccccc2)CC2Cn3c(nc4ccccc43)C21 (stereo not drawn) | -4 | 8 | 1 | -3 | -3 | -4 | -13 | -1 | 17 | 3 | 0
Cn1c2ccccc2c(=O)c2cc(C#Cc3ccc(N)cc3)ccc21 | -40 | 11 | -136 | 11 | -13 | -91 | -39 | 14 | -42 | 10 | -17
CCOc1ccc(-c2csc(Cn3c(CN4CCN(C)CC4)nc4ccccc4c3=O)n2)cc1 | 16 | 4 | 17 | 5 | 23 | -3 | -9 | 41 | 17 | -29 | 39*
COc1cc(/C=N/NC(=O)c2cc(-c3cccs3)nc3ccccc23)ccc1O | -19 | 6 | -10 | -5 | 3 | -28 | 6 | 2 | 4 | 4 | -4
COc1ccc(C(=O)N/N=C/c2sc(N3CCOCC3)nc2-c2ccccc2)cc1OC | -9 | 9 | 10 | -10 | 0 | 7 | -14 | -16 | -16 | 5 | -1
Cc1sc2ccc3sccc3c2[n+]1C | -7 | -8 | 6 | 11 | -11 | 0 | -14 | -10 | 16 | -3 | 5
COc1ccc(C2(O)CC3CCC(C2)N3c2nc(C)cc(C)c2C#N)cc1 (stereo not drawn) | -8 | 2 | 25 | -4 | -10 | 10 | -1 | 3 | 4 | -5 | 7

Source: PubChem BioAssay
